RECQ1 inh: qHTS Assay for Inhibitors of RecQ-Like Dna Helicase 1 (RECQ1); ATP-dependent DNA helicase Q1 (Homo sapiens), P46063; RECQ1 DNA unwinding, red fluorescence kinetic read; Potency, µM (highest dose often 57.3 µM), for inactives: top-dose activity, negative = inhibition, actives largely listed as inhibitors; hit rate 0.54% among 240,000;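 further: plate controls were vehicle for no effect and no enzyme for full effect; nearly all actives have a fitted effect of over 30% in size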
Target sequence (P46063 whole entry, looked up): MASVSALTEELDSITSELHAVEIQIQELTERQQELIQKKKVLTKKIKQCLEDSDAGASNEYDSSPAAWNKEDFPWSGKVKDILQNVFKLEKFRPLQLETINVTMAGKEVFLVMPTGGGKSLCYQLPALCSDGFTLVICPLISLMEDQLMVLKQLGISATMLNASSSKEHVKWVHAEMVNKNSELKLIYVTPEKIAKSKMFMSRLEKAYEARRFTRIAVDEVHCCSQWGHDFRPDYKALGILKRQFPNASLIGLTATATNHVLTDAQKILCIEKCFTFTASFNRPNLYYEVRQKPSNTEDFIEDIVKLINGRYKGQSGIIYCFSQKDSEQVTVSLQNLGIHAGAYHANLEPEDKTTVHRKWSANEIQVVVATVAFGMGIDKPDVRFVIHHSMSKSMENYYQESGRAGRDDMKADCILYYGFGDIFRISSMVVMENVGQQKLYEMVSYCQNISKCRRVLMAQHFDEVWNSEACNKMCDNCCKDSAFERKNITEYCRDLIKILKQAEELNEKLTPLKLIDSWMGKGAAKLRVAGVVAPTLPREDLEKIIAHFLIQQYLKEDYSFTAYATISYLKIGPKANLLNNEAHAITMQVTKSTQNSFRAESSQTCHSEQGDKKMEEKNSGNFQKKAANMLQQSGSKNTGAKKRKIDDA
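RECQ1T1 50 nM; forked duplex (20 bp + 30-nt ss tails) 200 nM, ATP 2 mM final; pH 8.0, 2 mM MgCl2, 2.5 ug/ml poly(dI-dC); 15 min compound preincubation; discontinuous kinetic read over 2 h at RT.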
TRb-SRC2 inh: qHTS for Inhibitors of the Interaction of Thyroid Hormone Receptor and Steroid Receptor Coregulator 2. Thyroid hormone receptor beta (Homo sapiens), P10828. TRbeta-SRC2 peptide binding, fluorescence polarization; receptor liganded with 1 µM T3. Potency, µM (top dose mostly 106 µM), for inactives: at the highest dose activity change, negative = inhibition, most hits filed as inhibitors. hit rate 0.065% among 280,000. AID 1469, 2008;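 further: plate controls were bound peptide for no effect and peptide without receptor for full effect; nearly all actives have a fitted effect of over 50% in size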
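Decrease in fluorescence polarization of 20 nM Texas Red SRC2 coactivator peptide flagged inhibition of its binding to 0.6 uM TRb LBD; 1 uM T3 included, incubation 5 hr, ex 555/em 632 nm.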
Tau fibril ThT: qHTS for Inhibitors of Tau Fibril Formation, Thioflavin T Binding; Microtubule-associated protein tau (Homo sapiens), P10636; recombinant tau K18 P301L (four-repeat tau fragment), heparin-induced fibrillization, ThT fluorescence; Potency, µM (top dose mostly 57.4 µM), inactives show at the top dose activity, negative = inhibition, usual class: inhibitors; hit rate 2.1% among 270,000; AID 1460, 2008; further: nearly all actives have a fitted effect of over 55% in size
Target sequence (P10636 561-689 P618L limits assumed): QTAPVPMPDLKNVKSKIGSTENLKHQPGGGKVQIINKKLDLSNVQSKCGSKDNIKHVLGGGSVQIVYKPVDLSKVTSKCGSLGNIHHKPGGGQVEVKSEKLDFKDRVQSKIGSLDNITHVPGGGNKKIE
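K18 P301L tau (15 uM + 0.24 uM Alexa 594-tagged), heparin 20 uM, NaOAc pH 7, 6 h 37 C; ThT 30 uM, 1 h RT, ex 450/em 510 nm.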
Tau fibril FP: qHTS for Inhibitors of Tau Fibril Formation, Fluorescence Polarization. K18 P301L tau heparin fibrillization, Alexa594 FP, 6 h. Potency, µM (doses to about 57.7 µM), without a hit: top-dose activity, negative = inhibition, most hits filed as inhibitors. hit rate 0.39% among 280,000; further: nearly all actives have a fitted effect of over 55% in size
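Human K18 P301L fragment (15 uM unlabeled plus 0.24 uM Alexa 594-labeled) in 100 mM sodium acetate pH 7 with compound, aggregation induced by 20 uM heparin for 6 hr at 37 C. ThT (30 uM) added for 1 hr, then Alexa 594 FP read.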
KDM4E inh: qHTS Assay for Inhibitors of Human Jumonji Domain Containing 2E (JMJD2E); Lysine-specific demethylase 4E (Homo sapiens), B2RXH2; JMJD2E catalytic domain, FDH-coupled NADH fluorescence (FDH is formaldehyde dehydrogenase); Potency, µM (top dose mostly 57.1 µM), for inactives: top-dose activity change, negative = inhibition, actives largely listed as inhibitors; hit rate 1.6% among 230,000; AID 2147, 2009; active means well fitted inhibition curve with a large enough effect, not every such curve was filed as active; inconclusive means small, poorly fitted or top-dose-only effect, or another doubt; inactive means no such curve, though single readings can be large or run the other way;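 further: 0% = wells with enzyme and -100% = buffer wells without enzyme; nearly all actives have a fitted effect of over 50% in size; many of its hits are not listed in these tables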
L3MBTL1 inh: qHTS Assay for the Inhibitors of L3MBTL1; AlphaScreen L3MBTL1–H3K9me1 peptide binding; Potency, µM (top dose mostly 57.1 µM), inactives show top-dose activity, negative = inhibition, usual class: inhibitors; hit rate 0.66% among 230,000; AID 485360, 2010; further: nearly all actives have a fitted effect of over 60% in size
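L3MBTL1 (50 nM) pre-complexed 30 min with biotinylated H3(1-15)K9me1 peptide (75 nM), then compounds added for 30 min at room temperature; AlphaScreen streptavidin donor/nickel chelate acceptor beads (10 ug/mL final) read after 30 min dark incubation.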
TR SRC2 fluor cs: Total Fluorescence Counterscreen for Inhibitors of the Interaction of Thyroid Hormone Receptor and Steroid Receptor Coregulator 2; hit rate 0.29% among 280,000; TRb/SRC2 Texas Red total fluorescence interference; Potency, µM (top dose mostly 106 µM), for inactives: top-dose fluorescence change, negative = quenching; active means well fitted curve in either direction with a large enough effect; inconclusive means small, poorly fitted or top-dose-only effect
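Flags fluorescent or light-absorbing compounds by total fluorescence, S + 2P, at 555 nm excitation and 632 nm emission. Mixture: 20 nM Texas Red SRC2 peptide, 0.6 uM human TRb LBD, 1 uM T3, 5% DMSO; compound exposure 5 h at ambient temperature.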
RGS12 GoLoco inh: qHTS Assay for Inhibitors of RGS12 GoLoco Motif Activity (Red Fluorophore); Guanine nucleotide-binding protein G(i) subunit alpha-1 (Homo sapiens), P63096; Gai1:RGS12 GoLoco peptide FP, rhodamine, 10 min; Potency, µM (doses to about 61.6 µM), for inactives: at the highest dose activity, negative = inhibition, hits mostly inhibitors; hit rate 0.44% among 230,000; AID 880, 2007; active means well fitted inhibition curve with a large enough effect, not every such curve was filed as active; inactive means no such curve, though single readings can be large or run the other way; further: nearly all actives have a fitted effect of over 30% in size; many of its hits are not listed in these tables
Numbers without * were called inactive; i = inactive; u = inconclusive; x = no result given; & = joins results of further samples; [ ] = another dose, or the depositor's remark. Unless noted, the call rests on the fitted dose curve; in most records, active means well fitted curve in the direction sought with a large enough effect; inconclusive means small, poorly fitted or top-dose-only effect, or another doubt; inactive means no such curve, though single readings can be large; an effect the other way counts as inactive or inconclusive. Unless noted, on the % scale 0 is the no-effect control and ±100 the full control effect; potency means the concentration at half of the fitted maximal effect.

SMILES,RECQ1 inh,TRb-SRC2 inh,Tau fibril ThT,Tau fibril FP,KDM4E inh,L3MBTL1 inh,TR SRC2 fluor cs,RGS12 GoLoco inh
COc1ccc(N(CC(=O)N2CCc3ccccc3C2)S(=O)(=O)c2ccccc2)cc1,-1%,3%&-1%,-15%&-2%,-2%&9%,3%,-5%,-3%&0%,3%
CC(C)CC(=O)Nc1ccc(C(=O)OCc2cc(=O)n3nc(C(C)C)sc3n2)cc1,x,3%,-3%,4%,x,x,0%,x
Cc1ccc2ncnc(Nc3ccccc3)c2c1,-4%,-3%,-3%,3%,u,-12%,-3%,9%
COc1ccc(-n2c(C)nc3c(cnn3-c3ccccc3)c2=O)cc1,-3%,1%,-3%,-1%,-1%,1%,2%,-8%
CCc1cc2c(=O)n(N)c(CCC(=O)O)nc2s1,i,-12%,-5%,-8%,4%,x,2%,-13%
Cc1cccc(Oc2nc3ccccn3c(=O)c2/C=C(\C#N)c2nc3ccccc3s2)c1C,x,3%,-4%,-18%,x,x,2%,x
CCn1cc(/C=N/NC(=O)c2cc3c(ccc4ccccc43)o2)c2ccccc21,-2%,-3%,u,14%,u,2%,-3%,5%
COc1ccccc1C1CCN(c2ccc([N+](=O)[O-])c(OC)c2)CC1,-16%,-2%,8.9µM*,-10%,-2%,-1%,-3%,6%
Cc1csc(SCC(=O)Nc2cc(S(=O)(=O)N3CCOCC3)ccc2N2CCOCC2)n1,-2%,3%,13%,-1%,7%,x,-2%,0%
COc1ccccc1N/C=C(\C#N)c1nc2ccccc2[nH]1,1%,7%,-15%,u,-17%,-9%,-3%,44%[activator]
C=CCSc1nnc(-c2cc(C(C)(C)C)nn2Cc2ccc(F)cc2)n1C,2%,0%,1%,0%,3%,2%,0%,6%
O=C1CCc2cc(S(=O)(=O)NC(Cc3ccccc3)C(=O)NC3CCCC3)ccc2N1 (stereo unspecified),-7%,-10%,-10%,0%,5%,x,-2%,3%
Cc1cc(C)n(CCc2nc3c4ccccc4nc(SCc4ccc(F)cc4)n3n2)n1,x,-3%,6%,4%,x,x,-9%,x
O=c1[nH]c(SCc2ccccc2)nc2ccsc12,i,-3%,2%,3%,14%,x,-2%,5%
CN(C)c1ccc(CN2CCCCCC2)cc1,0%,-2%,-7%,6%,-12%,-12%,2%,1%
CC(C)CC(NC(=O)C1CCC(C)CC1)C(=O)Nc1ccccn1 (stereo unspecified),i,-10%,2%,3%,-11%,1%,0%,4%
CC(C)(C)c1ccc(C(=O)NCC(=O)O)cc1,i,-12%,2%,3%,-28%,-2%,-3%,7%
C=C(C)Cn1c(N2CC(C)CC(C)C2)nc2c1c(=O)[nH]c(=O)n2C (stereo unspecified),i,-4%,8%,-1%,12%,x,-1%,6%
CSc1ncccc1C(=O)OCC(=O)NC(C)C,-5%,11%,-3%,4%,0%,10%,1%,6%
COc1ccc(-c2nnn(CCc3nn[nH]n3)n2)cc1OC,-9%,-10%,0%,-4%,-3%,2%,1%,-6%
O=C(CN1CCOc2ccccc21)NCc1ccccc1,-13%,0%,0%,-1%,9%,4%,0%,3%
Cc1cc2ncn(CCOc3ccccc3C#N)c2cc1C,-4%,-12%,-15%,7%,-6%,1%,1%,-10%
Cc1c(NC(=O)CS(=O)(=O)c2ccccc2)c(=O)n(-c2ccccc2)n1C,i,-3%,-13%,-1%,7%,-3%,-5%,4%
COc1ccccc1NC(=O)CSc1oc(-c2ccc(F)cc2)nc1S(=O)(=O)c1ccc(Br)cc1,x,7%,1%,-14%,x,x,0%,x
COC(=O)C(C)NC(=O)c1ccc(C(C)(C)C)cc1 (stereo unspecified),-4%,-5%,2%,1%,1%,2%,-5%,5%
COc1cccc(C(=O)N(CN2CCCC2=O)c2cccc(Cl)c2)c1,-10%,-13%,-3%,3%,0%,6%,-2%,8%
COC(=O)Nc1ccc2ncn(C)c(=O)c2c1,-7%,-4%,-14%,0%,u,x,-2%,13%
O=C(CSCn1nnc2c(=O)[nH]c(Cc3ccc(F)cc3)nc21)Nc1cccc(C(F)(F)F)c1,x,-3%,-2%,-3%,x,x,4%,x
COc1cc(S(=O)(=O)NC2CCCC2)ccc1F,0%,4%,-7%,0%,8%,x,-1%,-5%
Cc1ccc(CNC(=O)CCC2CCCN(Cc3cc4ccccc4o3)C2)o1 (stereo unspecified),-6%,-1%,x,-2%,4%,x,-2%,5%
Cc1ccc(/C([O-])=C(/C(=S)NCc2ccco2)[n+]2ccccc2)cc1,-8%,-8%,u,-5%,5%,x,-10%,0%
Cc1ccc(NC(=O)N2CCCC(C(=O)O)C2)cc1 (stereo unspecified),-5%,-5%,x,1%,3%,x,-2%,3%
COCCN1Cc2cccc(C(=O)Nc3ccc(C)cc3)c2C1=O,-4%,-11%,1%,-2%,-6%,x,-6%,7%
CC(C)(C)c1ccc(C(=O)NCc2ccc(Cl)cc2)cc1,-3%,6%,-3%,-6%,-4%,-6%,2%,-8%
CCc1ccc(CNC(=O)c2cc3ccccn3n2)cc1,x,-5%,u,0%,x,x,0%,x
C[N+]1(CCCCC[N+]2(C)CCCC2)CCCC1,-2%[25.9 µM],8%&-1%&1%,-5%&-1%,-6%&6%,-7%,x,-10%&-1%&1%,7%
Cc1onc(-c2c(Cl)cccc2Cl)c1C(=O)Nc1c(C)n(C)n(-c2ccccc2)c1=O,i,-8%,-3%,6%,10%,5%,2%,-3%
COc1ccc(CCNC(=O)C23CN(Cc4ccccc4)CC2C(c2cccc([N+](=O)[O-])c2)=NO3)cc1 (stereo unspecified),3%,2%,-17%,15%,-5%,-6%,0%,5%
Cn1c(O)c(N=NC(=N)N)c2ccccc21,1%,-4%,-9%,-4%,1%,3%,-2%,10%
CC1=Nn2c(nnc2-c2ccccc2Cl)SC1,i,-2%,-2%,2%,7%,-1%,0%,-8%
CCOC(=O)C1(CC2CCCCO2)CCN(Cc2cccnc2)CC1 (stereo unspecified),i,-6%,-4%,-4%,3%,6%,-3%,0%
CCOC(=O)c1c(NC(=O)CSc2nc3nc(C)cc(C)n3n2)sc(CC)c1C,-9%,11%,-6%,10%,u,7%,1%,9%
COc1ccc(CCNC(=O)C2CCN(c3ncnc4c3nc3n4CCCCC3)CC2)c(OC)c1,x,1%,-5%,0%,x,x,7%,x
COc1cc2c(C#N)c(N3CCc4ccccc4C3)nc(N)c2c(N)n1,-11%,-3%,u,1%,u,-19%,-1%,19%
NS(=O)(=O)c1ccc(NC(=O)NC2CCCCC2)cc1,-10%,2%,-4%,-2%,3%,x,-2%,4%
CCOC(=O)C1(Cc2cccc(OC)c2)CCN(C2CCOCC2)CC1,-3%,-4%,13µM*,-18%,-17%,-18%,-2%,11%
COCCn1c(N/N=C(C)/C=C/c2ccccc2)nc2c1c(=O)[nH]c(=O)n2C,-8%,-2%,u,5%,u,3%,-1%,13%
Cn1c(SCCOc2cccc(Cl)c2)nnc1-c1ccncc1,-1%,4%,2%,1%,-4%,-12%,-2%,-11%
C#CCNC(=O)C1=C[C@H](c2coc3ccccc3c2=O)C[C@H](OCc2ccc(CO)cc2)O1,-4%,-10%,-3%,-2%,u,8%,1%,6%
COc1cc(C(=O)N2CCCc3ccccc32)cc(OC)c1OC,i,-3%,-12%,0%,7%,0%,1%,10%
COc1ccc(C(=O)NC2CCN(CC(=O)Nc3cccc(C)c3)CC2)cc1OC,0%,-7%,-1%,5%,0%,-5%,-3%,-10%
O=C(c1ccccc1)c1c[nH]c(C(=O)NNc2ccccc2)c1,i,5%,u,-14%,0%,3%,1%,9%
O=C(O)C(CCCCN1C(=O)C2C3C=CC(C3)C2C1=O)N1C(=O)C2C3C=CC(C3)C2C1=O (stereo unspecified),-1%,4%,-2%,-8%,-1%,9%,-5%,-7%
Cc1ccc(CN(Cc2cccnc2)C(=S)Nc2cc(Cl)ccc2C)cc1,-25%,-3%,-9%,-8%,-10%,6%,-2%,3%
O=C(CSc1nc2ccccc2nc1Cc1ccccc1)Nc1ccccc1C(F)(F)F,x,-2%,-4%,-6%,x,x,-1%,x
CCOCCCNC(=O)c1cc2c(=O)n(C)c3ccccc3c2n1C,x,0%,-5%,1%,x,x,-16%,x
O=C(CCc1ccc(S(=O)(=O)NC2CCCCC2)cc1)NCc1cccnc1,19%,-5%,-7%,-1%[2.34 µM],6%,3%,-3%,7%
O=C(C1Cc2ccccc2CN1S(=O)(=O)c1cccs1)N1CCCCC1 (stereo unspecified),-13%,-13%,2%,3%,-2%,2%,-5%,8%
COc1ccc(/C=C2\SC(=O)N(CC(=O)NNC(=O)c3ccccc3O)C2=O)cc1OC,-10%,-7%,u,u,u,1%,-5%,6%
COC(=O)c1cc2c(C)c(C)c3ccccn3c-2c1C(=O)OC,-2%,2%,u,1%,-4%,x,-2%,-12%
O=C1COc2ccc(C(=O)CSc3nnc(-c4cccs4)n3Cc3ccccc3)cc2N1,-9%,1%,u,-20%,-13%,-5%,-1%,14%

High-throughput results from PubChem BioAssay.

An excerpt; count on the stated rates, not on these rows.
